Screening data deposited in PubChem BioAssay by several laboratories.
PMI inhibitors – inhibitors of human PMI, primary screen, biochemical, fluorescence intensity, coupled assay (AID 1209); purified PMI enzyme, coupled fluorescence intensity; higher % means a stronger effect; inhibition, % at 20 µM; hits with a dose series show IC50 in µM; hit rate 0.42% among 190,000;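 further: plate controls were DMSO vehicle for no effect and wells lacking substrate for full effect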
TNAP activation fold – human TNAP enzyme activators, primary screen, biochemical, luminescent, no phosphate acceptor, uHTS (AID 1001); purified TNAP, luminescent activation assay, no phosphate acceptor; higher activation fold means a stronger effect; activation fold at 20 µM; hits with a dose series show EC50 in µM; hit rate 0.03% among 200,000; in the data active means activation fold from about 3, or a potency from the dose series; inactive means the rest, 99 in 100 with activation fold below about 1.6; further: many of its hits are not listed in these tables
Myeloid diff 2 – myeloid differentiation induction. ER-HoxA9 myeloid progenitors, lysozyme-GFP differentiation, flow cytometry. calls only at 10 µM. hit rate 1% among 360,000;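 active means normalized GFP-positive differentiation at or above the plate's own cutoff, the solvent-only control mean plus 3 SD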;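 further: cells exposed to compound for four days before flow analysis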
Salmonella PhoP GFP – inhibitors of PhoP regulon expression, primary screen, Salmonella Typhimurium, GFP reporter (AID 1863) | S. Typhimurium PhoP-regulated promoter GFP reporter, 4 h; higher % means a stronger effect | inhibition, % at 50 µM, or IC50 in µM where a hit was titrated | hit rate 0.16% among 300,000;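 active means inhibition over 29.93%, a cutoff 3 SD above the screen mean, later confirmed by dose response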;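 further: 0% = low Mg2+ inducing control and 100% = high Mg2+ repressing control; strong numbers were not always called active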
XIAP antagonists – small molecules displacing peptide from XIAP – biochemical, IAP family, fluorescence polarization (AID 1018) | XIAP BIR domain, fluorescence polarization peptide displacement; higher % means a stronger effect | displacement, % at 20 µM, or IC50 in µM where a hit was titrated | hit rate 0.007% among 200,000; in the data active means displacement above about 50%; further: a part of the inactive calls stands beside numbers as strong as those of hits
Siah-1 displacement – Siah-1 peptide-binding antagonists, primary screen, biochemical, fluorescence polarization, rhodamine-plectin, uHTS (AID 1817). Siah-1 / rhodamine-plectin peptide fluorescence polarization; higher % means a stronger effect. displacement, % at 20 µM, or IC50 in µM where a hit was titrated. hit rate 0.02% among 290,000;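 active means displacement of at least 50% at 20 µM, with a fluorescence ratio check between 0.3 and a set limit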;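 further: plate controls were Siah plus tracer with DMSO for no effect and tracer alone without Siah for full effect; strong numbers were not always called active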
human PMI inhibitors – MPI inhibition at elevated mannose 6-phosphate – biochemical, fluorescence intensity, high mannose 6-phosphate, primary screen (AID 1220); hit rate 0.66% among 190,000; recombinant PMI enzyme, coupled fluorescence intensity; higher % means a stronger effect; inhibition, % at 20 µM, or IC50 in µM where a hit was titrated
WT yeast gro inh – growth inhibition of WT yeast, mitochondrial fusion screen; mitochondrial fusion phenotypic screen, WT strain; inhibition, % at 10 µM; hit rate 2.1% among 190,000; AID 1362; in the data active means inhibition above about 58%; tested in S. cerevisiae
RSV CPE inhibition – RSV antiviral activity via CPE protection, HEp-2 cells, primary 10 µM value included (AID 2391); HEp-2 cells, RSV-induced CPE inhibition; higher % means a stronger effect; one-dose CPE inhibition, % at 10 µM; IC50 in µM for titrated hits; hit rate 0.13% among 310,000; in the data active means a potency from the dose series; further: strong numbers were not always called active
WT yeast gro inh mutant strain – second read-out of WT yeast gro inh, no call of its own (marks repeat the call); inhibition, %; mitochondrial fusion phenotypic screen, mutant strain inhibition
Myeloid diff 2 GFP+ MAC1+ % – second read-out of Myeloid diff 2, no call of its own (marks repeat the call); GFP+ MAC1+ double positive, %; measured here: differentiation confirmed by MAC1 staining
Numbers without * were called inactive; i = inactive; x = not tested or not shown; + = active, no number. Unless noted, no stated cut-off is given here; in the data, active means inhibition above about 50%; inactive means the rest.

SMILES	PMI inhibitors	TNAP activation fold	Myeloid diff 2	Myeloid diff 2 GFP+ MAC1+ %	Salmonella PhoP GFP	XIAP antagonists	Siah-1 displacement	human PMI inhibitors	WT yeast gro inh	WT yeast gro inh mutant strain	RSV CPE inhibition
Fc1cccc(Cl)c1CNCc1cccnc1	x	x	i	0.2	2.9%	x	0.7%	x	x	x	0.4%
COc1ccc(CNC(=O)C(OC(=O)c2ccco2)c2ccc(OC)cc2)cc1 (stereo not given)	-1.4%	1	i	0.7	4.8%	-16.2%	0.0%	-6.4%	-13.9	-7.6	1.1%
Cc1ccc(S(=O)(=O)NCC(=O)Nc2ccc3c(c2)OCCO3)cc1	x	x	i	1.2	0.2%	x	1.9%	x	x	x	1.5%
Cc1nn(-c2ccccc2)c(NC(=O)C(C)C)c(-c2ccccc2)c1=O	x	x	i	0.7	-4.4%	x	-1.1%	x	x	x	1.7%
CC(=O)Nc1ccc(OCC(O)CN2CCN(c3ccc(Cl)cc3)CC2)cc1 (stereo not given)	10.0%	1.1	i	1.7	6.5%	-30.4%	-2.4%	12.7%	-7.4	13.5	0.0%
Cc1ccc(C(=O)Nc2nnn(C)n2)cc1	-5.8%	1.1	i	0.5	-1.2%	-3.0%	-3.4%	-4.0%	-2.8	0.8	1.8%
CC(C)(C)C1(O)CC(C(F)(F)F)=NN1C(=O)CCc1ccccc1 (stereo not given)	16.8%	1.1	i	0.7	5.4%	-10.5%	3.8%	14.3%	3.8	-6.3	0.1%
CC1(C)N=C(N)N=C(N)N1c1ccccc1	-8.3%	1.1	i	2.5	-1.3%	-5.1%	-1.4%	-9.9%	-10.4	-18.1	0.4%
CCc1ccc(C(C(=O)NC2CCCC2)N(C(=O)c2csnn2)C2CC2)cc1 (stereo not given)	x	x	i	0.6	5.4%	x	0.3%	x	x	x	1.1%
COc1cc(C(=O)N2CCN(C/C=C/c3ccccc3)CC2)cc(OC)c1OC	10.9%	1.1	i	0.7	4.3%	-15.3%	0.6%	15.1%	-23.8	-5.4	0.3%
Cc1ccc(S(=O)(=O)c2nc(NCCN(C)C)sc2Cl)cc1	-11.2%	1	i	0.3	-9.9%	-2.5%	1.1%	-3.8%	-8.0	8.8	1.4%
Cc1ccc(C(=O)NCCCC(=O)O)o1	12.4%	1.1	i	1.1	-4.8%	0.1%	6.3%	15.8%	-7.3	-7.8	2.0%
CCOC(=O)C1C(=O)C=C(/C=C/c2ccccc2)CC1c1ccc(Cl)cc1 (stereo not given)	4.8%	1	i	0.5	4.7%	-20.8%	-1.5%	6.1%	-17.4	18.1	12.2%
Cc1occc1-c1nnc(SCC(=O)NCCc2ccccc2)o1	4.8%	1.1	i	0.3	-7.1%	-6.3%	-7.5%	6.4%	-9.3	-8.6	0.5%
Cc1nc(N)nc(N/N=C/c2ccccc2)n1	x	x	i	0.2	-5.4%	x	-1.2%	x	x	x	0.3%
O=C(CSc1ccccc1C(=O)NCc1ccccc1)NC1CCCCCCC1	15.9%	1	i	1.6	6.0%	-1.6%	10.0%	5.0%	7.9	30.9	3.4%
CN(C)C(CNC(=O)CCS(=O)(=O)c1ccccc1)c1ccccc1 (stereo not given)	x	x	i	1.0	0.6%	x	-1.3%	x	x	x	2.3%
COc1cc([C@H]2[C@@H]3CCCC[C@]3(O)CCN2CC(=O)Nc2ccc(C)cc2)ccc1O	-0.7%	1.2	i	1.8	-3.4%	-1.3%	1.8%	3.1%	8.9	18.4	0.8%
Cc1cccc(-n2ncc3c(NCc4ccccc4)ncnc32)c1	16.8%	1	+	10.9*	-6.4%	-3.3%	0.9%	16.6%	9.5	-3.5	1.2%
Cc1ccc(S(=O)(=O)C2(C(=O)Nc3nccs3)CC2)cc1	14.1%	1.1	i	2.4	-0.3%	-7.3%	-4.6%	15.7%	-21.5	-0.8	2.0%
O=C(CN1N=C(c2ccccc2)CCC1=O)NCCCN1CCc2ccccc2C1	5.6%	1.3	i	0.4	-0.6%	-1.1%	5.9%	-5.6%	-5.0	7.0	1.6%
COc1ccc(-n2ncc3c(NCCCN4CCOCC4)ncnc32)cc1	13.1%	1.1	i	4.4	2.2%	0.9%	0.3%	14.3%	7.2	-2.0	-0.2%
CCOc1cccc(=O)c2c(C)n(Cc3ccco3)c(C)c12	-6.2%	1.1	i	0.5	-2.5%	-3.0%	-4.5%	14.5%	7.4	-1.2	10.5%
Cc1nnc(SCC(=O)N/N=C/c2cc(Cl)c(O)c(Cl)c2)s1	8.0%	1	i	0.3	-10.6%	-1.6%	-6.0%	12.2%	-46.0	-14.4	1.7%
CCCc1c(C(=O)Nc2ccc(OC)cc2)cnn1-c1ccccc1	x	x	i	0.7	-9.4%	x	1.5%	x	x	x	6.5%
COc1ccc(NC(=S)NCc2ccc(Cl)cc2)c(OC)c1	x	x	i	0.2	-1.0%	x	-2.5%	x	x	x	-0.3%
CC(C)N1CCN(Cc2nc3c(s2)CCCC3)CC1CCO (stereo not given)	-0.7%	1.1	i	0.2	7.0%	-7.5%	5.3%	-5.1%	-17.2	-0.6	0.5%
CCOC(=O)c1cc(-c2ccc3c(c2)OCCO3)nc2c1c(C)nn2CCC#N	16.7%	1	i	0.7	1.2%	0.2%	2.5%	9.1%	5.5	15.2	5.3%
CC(=O)NCCc1nc2ccccc2n1CCc1ccccc1	6.8%	1	i	0.6	3.3%	x	3.6%	-0.6%	9.3	14.5	x
c1ccc(C2C3=C(Nc4ncnn42)c2ccccc2CCC3)cc1 (stereo not given)	0.9%	0.9	i	9.4	-5.0%	-4.7%	-0.1%	10.1%	7.7	13.4	-1.4%
COc1ccccc1CNS(=O)(=O)c1ccc2c(c1)CCCN2C(C)=O	x	x	i	5.9	-4.9%	x	1.3%	x	x	x	0.6%
Cc1cc(C)c(NC(=O)Nc2ccccc2)c(Cl)c1	0.7%	1.1	i	0.4	-6.6%	-1.6%	8.0%	3.2%	-8.6	0.8	-0.1%
CCCCNC(=O)n1c(SC)nc2ccccc21	3.3%	1	i	0.3	-0.2%	-2.9%	-0.9%	-1.3%	4.8	9.6	0.5%
COC(=O)c1cc(S(=O)(=O)NCC2CCN(Cc3cc(C)ccc3C)CC2)c[nH]1	x	x	i	0.2	7.2%	x	-5.1%	x	x	x	-0.9%
CCCN(CCC)C(=O)Cc1ccc(F)cc1	-9.6%	1.1	i	1.1	-6.3%	-3.4%	3.1%	-5.6%	-1.1	-0.1	0.8%
CC(C)(C)C(=O)CNCC(=O)C(C)(C)C	-78.6%	1.1	i	0.6	-3.1%	-5.6%	-7.8%	-113.9%	-21.2	-4.9	-0.2%
CC(C)c1ccc(/C=N/N2CCCCC2)cc1	-12.7%	1	i	0.2	-2.4%	-5.8%	0.8%	-4.8%	-3.5	5.5	2.8%
Cc1ccc(-c2oc3ncnc(N)c3c2-c2ccc(C)cc2)cc1	13.5%	1	i	0.4	-8.2%	0.1%	-1.3%	2.0%	8.8	11.8	-1.3%
COc1ccc(N2CCN(c3ncnc4c3nnn4Cc3ccccc3Cl)CC2)cc1	-4.2%	1.1	i	0.2	-1.6%	-1.8%	3.1%	9.6%	4.6	-28.3	5.3%
CC1CC(C)CN(C(=O)Nc2ccc(Br)cc2)C1 (stereo not given)	7.4%	1.1	i	0.6	-1.0%	-6.0%	0.0%	4.0%	2.2	11.8	3.5%
CCCCN(C)Cc1c(O)ccc2c(=O)c(-c3ccccc3OC)coc12	x	x	i	0.5	-2.1%	x	-2.7%	x	x	x	1.1%
Cc1onc(-c2ccccc2)c1CNC(=O)Nc1ccc(C(F)(F)F)cc1	x	x	i	0.3	-0.8%	x	2.0%	x	x	x	17.9%
O=C(Cc1cc(=O)[nH]c(=O)[nH]1)N1CCN(C(=O)c2ccco2)CC1	-11.0%	1.2	i	1.6	-6.0%	-3.8%	-3.0%	-7.4%	9.3	6.5	0.5%
CC(=O)N1c2ccc(S(=O)(=O)N3CCCC3)cc2CC1C(=O)NCc1ccc(OC(C)C)cc1 (stereo not given)	x	x	i	1.4	-9.6%	x	4.2%	x	x	x	0.8%
Cc1cc(C)cc(NC(=S)N2CCN(c3ccc(F)cc3)CC2)c1	10.0%	1.2	i	0.9	21.3%	-3.1%	4.7%	13.3%	16.9	4.9	1.9%
Cc1ccc(-c2nn(-c3ccccc3)cc2C(=O)Nc2ccc(C)c(S(=O)(=O)N3CCOCC3)c2)cc1	26.6%	1	i	0.9	18.9%	-7.4%	1.7%	15.3%	3.9	-3.9	14.0%
O=C1CCC(CCC(=O)N2CCCC(C(=O)c3ccc(Cl)cc3)C2)=NN1 (stereo not given)	8.6%	1.1	i	0.6	-2.2%	-3.7%	9.8%	1.6%	9.3	-6.3	1.2%
CCOc1cc(OCC)nc(S(C)(=O)=O)n1	-7.9%	1.1	i	0.3	-3.6%	-4.8%	-5.6%	-8.8%	-22.0	-31.5	7.1%

Single records (already shown). Screens in order: PMI inhibitors	TNAP activation fold	Myeloid diff 2	Myeloid diff 2 GFP+ MAC1+ %	Salmonella PhoP GFP	XIAP antagonists	Siah-1 displacement	human PMI inhibitors	WT yeast gro inh	WT yeast gro inh mutant strain	RSV CPE inhibition
Record of Cc1onc(-c2ccccc2)c1CNC(=O)Nc1ccc(C(F)(F)F)cc1 = x	x	i	0.3	-0.8%	x	2.0%	x	x	x	17.9%
Record of CC(=O)N1c2ccc(S(=O)(=O)N3CCCC3)cc2CC1C(=O)NCc1ccc(OC(C)C)cc1 (stereo not given) = x	x	i	1.4	-9.6%	x	4.2%	x	x	x	0.8%
Record of CC1CC(C)CN(C(=O)Nc2ccc(Br)cc2)C1 (stereo not given) = 7.4%	1.1	i	0.6	-1.0%	-6.0%	0.0%	4.0%	2.2	11.8	3.5%
Record of CCOc1cc(OCC)nc(S(C)(=O)=O)n1 = -7.9%	1.1	i	0.3	-3.6%	-4.8%	-5.6%	-8.8%	-22.0	-31.5	7.1%

Some values from the entries so far.
Siah-1 displacement, CC(C)c1ccc(/C=N/N2CCCCC2)cc1 is entered as 0.8%
PMI inhibitors, Cc1cc(C)cc(NC(=S)N2CCN(c3ccc(F)cc3)CC2)c1 is entered as 10.0%

Further records:
SMILES	PMI inhibitors	TNAP activation fold	Myeloid diff 2	Myeloid diff 2 GFP+ MAC1+ %	Salmonella PhoP GFP	XIAP antagonists	Siah-1 displacement	human PMI inhibitors	WT yeast gro inh	WT yeast gro inh mutant strain	RSV CPE inhibition
CCOC(=O)C1CCCN(C(=O)c2ccccc2SCCOC)C1 (stereo not given)	6.1%	1	i	7.9	17.7%	-6.0%	-3.4%	4.2%	12.4	-11.4	-0.4%
COc1ccc(CC(=O)NCC2CCCN(Cc3cc(OC)cc(OC)c3)C2)cc1 (stereo not given)	x	x	i	0.6	-2.2%	x	7.3%	x	x	x	-0.6%
Cc1ccnc(NC(=O)CSc2cc(=O)n(C)c3ccccc23)c1	-11.1%	1	i	0.6	-1.1%	-6.9%	-1.3%	-2.4%	-10.3	-6.7	2.7%
Cn1ccnc1Sc1nc2ccccc2nc1NS(=O)(=O)c1ccccc1	-47.4%	1.1	i	9.0	-1.9%	-3.2%	-4.3%	-66.1%	-18.9	-11.5	0.1%
CCC(O)C1CCN(C(=O)c2cc(COc3ccc(F)cc3F)on2)CC1 (stereo not given)	x	x	i	1.5	2.7%	x	0.8%	x	x	x	1.2%
CCCCc1ccc(NC(=S)N2CCN(C)CC2)cc1	x	x	i	0.1	3.0%	x	4.5%	x	x	x	3.8%
